From PubChem BioAssay
EWS-Fli block: inhibitors of EWS/Fli oncoprotein transcriptional activity; A673 NR0B1-luciferase reporter, viability-normalised; inhibition, % at 12.6 µM; 350,000 tested, 0.67% active;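 active means mean inhibition of at least 50% after viability correction, with every replicate also passing that limit; inconclusive means mean reaches 50% but only one of two replicates passes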;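 further: firefly luciferase signal divided by Alamar Blue viability fluorescence both relative to DMSO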
GSIS activator: primary screen for activators of insulin secretion dependent on glucose, INS-1E cells, GLuc reporter luminescence | INS-1E GLuc reporter insulin secretion, 2-3 h | activation, % at 16.6 µM | 370,000 tested, 0.61% active | AID 743287;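 active means lowest replicate activation of at least 40%, so every replicate reaches that level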;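 further: 0% = median of neutral control wells and 100% = median of IBMX positive control wells; some compounds called inactive have numbers as strong as hits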
DENV2 CPE: DENV2-induced cell death inhibition; CPE inhibition, % at 9.99 µM; AID 651640; 350,000 tested, 1.7% active; DENV2-infected cells, cytopathic effect rescue, plate reader; in the data active means CPE inhibition above about 20%, passing the limit was not always enough; inconclusive means no clear call, values can overlap the other calls; tested in BHK-21 cells;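 further: 0% = median of neutral control wells and 100% = median of positive control wells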
FN deposit inh: fibronectin deposition inhibition | AH1F fibroblasts, Alexa488-fibronectin deposition fluorescence, overnight | inhibition, % at 12.6 µM | 350,000 tested, 0.086% active | AID 743247;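 active means mean inhibition across replicates of 30% or more, regardless of how many single replicates reach that level; inconclusive means mean under 30% yet at least half of replicates reach 30%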;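 further: positive control wells lacked labelled fibronectin entirely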
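Assay system: AH1F fibroblast monolayer, labelled fibronectin deposition. Amount: 10000 cells per well. Also added: labelled fibronectin 24 nM. Compound: single-point pinned compound. Incubation: cell attachment 1 h, compound and FN exposure overnight. Detection: fluorescence after three HBSS washes, excitation 485 nm, emission 525 nm. Read-out: inhibition of fibronectin deposition signal.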
F508del corr: CFTR F508del correction in bronchial cells | 350,000 tested, 0.36% active | CFBE cells, YFP halide quenching; stimulated with forskolin plus potentiator P3; % fluorescence drop versus neutral controls | activity (quench increase), % at 7.58 µM;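 active means mean added fluorescence quench of at least 8% versus neutral control, with both replicates also reaching 8%; inconclusive means only one of the mean or replicate conditions met; inactive means mean below 8% and not both replicates reaching 8%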;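 further: cells transiently co-express mutant CFTR-F508del with the halide-sensitive YFP; corrector assay measuring rescue of mutant channel to the surface after 24 h compound exposure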
miR122 inh: blocks miR-122 activity in Huh7 sensor cells; Huh7 miR-122 Renilla luciferase sensor, 48 h; neutral wells = 0, positive control = 100; 340,000 tested, 0.3% active; activation (reporter increase), % at 12.5 µM;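 active means mean replicate activation score at least 90 and every replicate individually at or above 90; inconclusive means only one of the two criteria met; inactive means neither criterion met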;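 further: higher luciferase means less miR-122 activity so hits act as miR-122 inhibitors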
PAX8 reporter: inhibitors of PAX8 transcriptional activity in RMG-I cells; RMG-I TPO-luciferase reporter, SteadyGlo, 24 h; inhibition, % at 12.6 µM; 360,000 tested, 1.2% active;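 active means mean replicate inhibition at least 60% with every replicate also reaching 60%; inconclusive means only one of the two criteria is met; inactive means mean below 60% and not all replicates reaching 60%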;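 further: luciferase light reporting Pax8 driven TPO promoter activity; plate controls were median of neutral control wells for no effect and mitoxantrone controls for full effect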
The depositor's hits bear a star; ? = inconclusive; nt = no result given; & = joins results of further samples; [ ] = another dose, or the depositor's remark.

Each structure is followed by: EWS-Fli block	GSIS activator	DENV2 CPE	FN deposit inh	F508del corr	miR122 inh	PAX8 reporter
> Cn1nc(-c2ccc(Cl)cc2)c2cc(C(=O)NCC3CCCO3)sc21 (centres undefined)
 : 8.7	-15.1	-4.4	14.8	3.0	17.6	15.1
> Fc1ccc(-c2n[nH]c(=S)c3ccccc23)cc1
 : 0.2	45.6	-1.8	-12.6	-3.2	-20.6	2.5
> CCCNC(=O)N1[C@H](C#N)[C@H](c2ccc(-c3cccc(OC)c3)cc2)[C@H]1CO
 : -21.5	-1.7	58.4*	1.4	0.4	nt	-22.2
> COc1ccc(-c2ccc(CCC(=O)O)n2NC(N)=O)cc1
 : -1.9	-15.1	7.5	-8.2	0.2	-12.5	-11.3
> CC(C)NC(=O)Nc1ccc2c(c1)C(=O)N([C@@H](C)CO)C[C@H](C)[C@@H](CN(C)C(=O)Nc1ccc(F)cc1)OCCCC[C@H](C)O2
 : 5.5	-7.0	-4.7	1.5	-0.9	-2.3[16.7 µM]	12.6
> CC(C)Cc1cc(C(=O)Nc2cc(Br)ccc2O)no1
 : 21.0	nt	?	-10.3	-6.3	nt	-79.3
> COc1cc(=O)[nH]c(SC(C)C(=O)Nc2cc(C)on2)n1 (centres undefined)
 : -0.9	7.8	-2.4	-0.2	-2.9	-2.9	-3.4
> C[C@H]1CN([C@@H](C)CO)S(=O)(=O)c2ccc(C#Cc3ccccc3F)cc2O[C@@H]1CN(C)C(=O)Cc1ccncc1
 : 14.3	-13.1	4.9	nt	0.5	-7.3[16.7 µM]	25.7
> Cc1ccc(CN2CCC(C(=O)Nc3cccc(-c4cccc(F)c4)c3)CC2)o1
 : 8.3	-14.8	-7.0	-6.4	-3.2	-5.3	-2.8
> COc1ccc(Cl)cc1S(=O)(=O)NCc1cccnc1
 : nt	6.3	nt	-0.2	nt	120.0*	nt

Ordered by the number under GSIS activator (largest number first): three of the compounds above
| Compound | GSIS activator | F508del corr | miR122 inh |
| --- | --- | --- | --- |
| Fc1ccc(-c2n[nH]c(=S)c3ccccc23)cc1 | 45.6 | -3.2 | -20.6 |
| CC(C)NC(=O)Nc1ccc2c(c1)C(=O)N([C@@H](C)CO)C[C@H](C)[C@@H](CN(C)C(=O)Nc1ccc(F)cc1)OCCCC[C@H](C)O2 | -7.0 | -0.9 | -2.3[16.7 µM] |
| Cn1nc(-c2ccc(Cl)cc2)c2cc(C(=O)NCC3CCCO3)sc21 (centres undefined) | -15.1 | 3.0 | 17.6 |

The list goes on.
Each structure is followed by: EWS-Fli block	GSIS activator	DENV2 CPE	FN deposit inh	F508del corr	miR122 inh	PAX8 reporter
> CO[C@H]1CN(C)C(=O)c2ccc(NC(C)=O)cc2OC[C@H](C)N(C(=O)CN2CCOCC2)C[C@@H]1C
 : -2.0	-7.3	3.4	-3.7	-2.5	0.7[16.7 µM]	nt
> COC(=O)Cc1ccc(OC2(C)CCN(Cc3ccc(-c4ccccn4)cc3)C2)cc1 (centres undefined)
 : -2.9	-9.4	0.5	-1.3	0.8	-4.0	-1.0
> Cc1ccc(-c2nnc(NC(=O)C3=COCCO3)o2)c(C)c1
 : -17.5	3.0	-1.7	3.2	3.2	nt	-20.6
> O=C(c1ccc(F)cc1)N1CC(=O)N2[C@H](CO)[C@@H](c3ccc(C#CC4CC4)cc3)[C@@H]2C1
 : -7.0	1.1	8.8	5.0	1.8	nt	-5.6
> COc1cccc(S(=O)(=O)Nc2ccc3c(c2)[C@@H]2C[C@@H](CC(=O)NCc4cccc(F)c4)O[C@@H](CO)[C@@H]2O3)c1
 : 0.3	-16.5	-4.8	-3.9	-0.4	6.5[16.7 µM]	-34.0
> O=C(Nc1cc(SCC(O)CO)cc([N+](=O)[O-])c1)c1ccc(-n2cnnn2)cc1 (centres undefined)
 : -4.6	-1.9	-4.2	-16.1	0.8	nt	1.3
> COC(=O)C[C@@H]1CC[C@H]2[C@H](COc3ccc(NC(=O)c4cccs4)cc3C(=O)N2C)O1
 : -16.1	-3.1	-4.1	0.2	3.2	-12.5[16.7 µM]	-7.7
> C[C@H](CO)N1C[C@H](C)[C@@H](CN(C)S(=O)(=O)c2ccccc2)OCCCC[C@H](C)Oc2ccc(NC(=O)C3CCCCC3)cc2C1=O
 : 10.7	-3.1	-3.7	-0.3	2.1	3.6[16.7 µM]	-6.6
> COc1cccc(CNC(=O)[C@@H]2CCCN2C(=O)[C@@H]2CCCN2C(=O)c2cccc(Cl)c2)c1
 : 2.6	10.1	3.1	4.2	2.4	nt	6.4
> C/C=C/c1ccc([C@H]2[C@H](CO)N[C@H]2CN(C(=O)C2CCCC2)C(C)C)cc1
 : -2.9	-7.2	2.2	-22.3	-1.4	0.0[16.7 µM]	-1.3

Additional records follow:
Each structure is followed by: EWS-Fli block	GSIS activator	DENV2 CPE	FN deposit inh	F508del corr	miR122 inh	PAX8 reporter
> CCOC(=O)c1cc2c(ccn2C)n1Cc1ccccc1Cl
 : 5.6	4.7	4.4	5.7	-0.9	nt	2.7
> O=C(COC(=O)c1cccnc1)Nc1ccc2c(c1)OCO2
 : 1.6	5.3	7.2	-19.8	1.1	nt	2.1
> O=C(Nc1ccncc1)Nc1ccc(Br)cc1Cl
 : -6.1	3.2	4.9	3.1	2.4	-6.0	-7.8
> CCC(=O)Nc1ccc2c(c1)C(=O)N(C)[C@@H]1CC[C@@H](CC(=O)Nc3cccc(OC)c3)O[C@H]1CO2
 : -10.3	0.3	-9.3	-17.2	-2.7	-16.7[16.7 µM]	8.0
> Cc1ccc(CNc2ccc(N3C(=O)CCCC3=O)cc2[N+](=O)[O-])cc1
 : nt	-4.3	nt	-0.6	nt	-1.3	-1.5
> Cc1ccc(S(=O)(=O)N2CCCCC2)cc1NC(=O)CSc1ccc2c(c1)OCCO2
 : nt	-15.5	nt	1.5	nt	-6.9	18.4
> C[C@@H]1CN([C@H](C)CO)C(=O)CCCn2nncc2CO[C@H]1CN(C)S(=O)(=O)c1cccs1
 : -0.9&0.0	7.1&12.9	-8.7&9.5	-2.1&2.7	1.4&2.4	-4.1	-4.8&17.0
> Cc1ccc(C(=O)CSc2nc3cc(S(=O)(=O)N4CCOCC4)ccc3o2)cc1
 : nt	nt	nt	1.6	nt	15.9	0.6
> S=C(Nc1cccc(Cl)c1Cl)NC1CCN(Cc2ccccc2)CC1
 : nt	-22.7	-12.9	-3.7	0.8	-11.8	-6.1
> Cc1sc2c(c1C)C(=O)NC(c1ccccc1F)N2 (centres undefined)
 : -41.1	11.4	-4.4	5.0	0.0	nt	-126.1

Next part:
Each structure is followed by: EWS-Fli block	GSIS activator	DENV2 CPE	FN deposit inh	F508del corr	miR122 inh	PAX8 reporter
> C[C@H](CO)N1C[C@H](C)[C@@H](CN(C)Cc2ccncc2)Oc2ccc(NC(=O)Nc3cccc4ccccc34)cc2C1=O
 : nt	-20.4	-2.8	nt	1.2	-1.0[16.7 µM]	10.6
> COC(=O)c1cc(S(=O)(=O)N2CCOCC2)ccc1Sc1ccccc1N
 : nt	-15.4	nt	1.5	nt	17.0	nt
> Cc1ccc2occ(/C=N/NC(=O)c3ccncc3)c(=O)c2c1
 : nt	5.4	-9.2	nt	-1.3	3.1	-27.2
> COc1cc(-c2noc(C)c2C#Cc2nccn2C)cc(OC)c1OC
 : 51.5*	12.3	-7.5	-3.1	-0.2	-1.3	24.5
> CN(CC(=O)Nc1ccccc1Cl)C(=O)Cn1cnc2ccc(Cl)cc2c1=O
 : -1.0	2.4	-0.2	3.9	1.4	-8.0	-3.8
> O=C(CCS(=O)(=O)Cc1ccccc1)Nc1nnc(C(F)(F)F)s1
 : -48.6	-15.6	4.6	2.4	3.9	4.0	38.1
> C[C@@H]1CN([C@H](C)CO)C(=O)c2cc(NS(=O)(=O)c3cccs3)ccc2O[C@H]1CN(C)S(C)(=O)=O
 : -78.3	5.0	-3.3	nt	-0.4	-7.5[16.7 µM]	nt
> Cc1ccc(S(=O)(=O)NNC(=O)c2cccnc2)cc1
 : -5.9	11.6	10.0	7.3	-1.9	-5.5	-6.5
> O=C(C1CC1)N1CC(=O)N2[C@@H](CO)[C@H](c3ccc(C#Cc4cccc(F)c4)cc3)[C@@H]2C1
 : 11.5	-0.4	5.4	2.2	2.2	nt	5.8
> CC(C)OCC(O)CN (centres undefined)
 : nt	nt	nt	-2.9	nt	-1.6	1.2

Going on with the list.
Each structure is followed by: EWS-Fli block	GSIS activator	DENV2 CPE	FN deposit inh	F508del corr	miR122 inh	PAX8 reporter
> COc1cc(OC)c(/C=N/NC(N)=S)cc1Br
 : -23.4	12.8	-4.7	3.0	nt	nt	-19.2
> COc1cccc(CN(C)C[C@H]2OCc3cnnn3CCCC(=O)N([C@@H](C)CO)C[C@@H]2C)c1
 : 4.2&-1.0	-9.7&7.2	-0.9&-8.3	-2.9&-1.0	-0.3&3.2	-2.0	2.1&-18.9
> Cc1c(Cl)cnc(NC(=O)COC(=O)c2cccc(S(=O)(=O)N3CCOCC3)c2)c1Cl
 : -4.4	-8.8	?	-6.0	-1.1	-4.7	5.7
> CSCC[C@H](NC(=O)Nc1ccccc1C)C(=O)O
 : -6.4	13.7	8.5	11.8	3.3	nt	1.1
> Cc1ccc(S(=O)(=O)CCC(=O)OCC(=O)Nc2cc(S(=O)(=O)N3CCOCC3)ccc2Cl)cc1
 : -0.2	-29.4	-3.7	3.9	3.2	4.0	0.3
> C/C(=N/NC(=O)c1cc(C(C)C)[nH]n1)c1cccs1
 : nt	28.6	nt	-5.0	nt	-1.3	nt
> C[C@H]1CN([C@@H](C)CO)C(=O)Cc2cc(NS(=O)(=O)c3ccc(F)cc3)ccc2O[C@@H]1CN(C)Cc1ccc(-c2ccccc2)cc1
 : 1.8	-3.5	nt	nt	3.9	2.3[16.7 µM]	16.9
> CCN(c1ccccc1)S(=O)(=O)c1cccc(C(=O)NCc2ccccn2)c1
 : -1.6	-7.3	-6.1	-6.6	0.5	-2.9	4.0
> Cc1noc(C)c1NC(=O)Nc1cccc2c1O[C@@H](CN(C)Cc1ccc(Oc3ccccc3)cc1)[C@H](C)CN([C@H](C)CO)C2=O
 : 13.5	-23.9	-7.5	2.9	-0.3	-0.8[16.7 µM]	nt
> CCn1c(SCC(=O)Nc2ccc3c(c2)OCO3)nc2c(c1=O)SC(C)C2 (centres undefined)
 : -3.1	-5.2	1.6	3.0	0.1	-3.9	-1.8

Next section:
Each structure is followed by: EWS-Fli block	GSIS activator	DENV2 CPE	FN deposit inh	F508del corr	miR122 inh	PAX8 reporter
> CCCNC(=O)N1[C@H](CO)[C@H](c2ccccc2-c2ccc(F)cc2)[C@@H]1C#N
 : -4.6	1.0	-0.9	-11.2	-0.1	nt	-1.8
> Cc1ccc(C)c(S(=O)(=O)Nc2ccc(O)c3ccccc23)c1
 : -1.5	-28.4	-1.5	-11.7	-3.5	nt	42.1
> O=C(NCCCN1CCOCC1)c1ccc(NS(=O)(=O)c2cccc([N+](=O)[O-])c2)cc1
 : -4.7	14.5	2.9	1.2	-2.5	nt	nt
> Cc1ccc(NC(=O)CSc2nccn2Cc2ccco2)cc1
 : nt	-0.8	?	nt	-0.4	-2.2	-123.8
> O=C(/C=C/c1ccc(Cl)cc1)NC(=S)Nc1ccc(NC(=O)c2ccco2)cc1
 : nt	49.7*	nt	-6.5	nt	nt	15.4
> CO[C@@H]1CN(C)C(=O)c2ccc(NS(=O)(=O)c3cccc(C)c3)cc2OC[C@@H](C)NC[C@H]1C
 : -4.6	-0.8	10.6	9.8	1.3	3.1[16.7 µM]	nt
> C[C@H](CO)N1C[C@H](C)[C@@H](CN(C)Cc2ccccn2)Oc2ncc(C#CC(C)(C)O)cc2C1=O
 : -5.6	9.9	-0.8	nt	-0.2	0.1[16.7 µM]	3.9
> O=C1OC[C@@H]2CCCN2C(=O)[C@@H](CC(=O)N(CCO)Cc2ccccc2)C/C=C\C[C@@H]1Cc1ccc(F)cc1
 : -5.7	nt	nt	1.9	-1.1	-2.1	-2.9
